BioA inh = blocks M. tuberculosis BioA enzyme activity. purified M. tuberculosis BioA enzyme, plate reader. inhibition, % at 9.99 µM. 360,000 compounds, 0.096% hits. AID 602481; in the data active = inhibition above about 40%; inconclusive = no clear call, values can overlap the other calls
PrPC TRFRET = inhibitors of human cell surface prion protein PrPC | TR-FRET read-out | inhibition, % at 13.8 µM | 370,000 compounds, 0.43% hits | P04156 | AID 720596; in the data active = inhibition above about 24%; also: 0% = median of the test wells and 100% = reference compound wells
Rv3671c inh = Rv3671c (M. tuberculosis) protease inhibition; P9WHR9; 320,000 compounds, 0.048% hits; inhibition, % at 5.96 µM; in the data active = inhibition above about 38%;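 also: extracellular domain of Rv3671c used as enzyme; 0% = enzyme with DMSO and 100% = no enzyme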
Target sequence (P9WHR9 whole entry, looked up, the tested form may be a part): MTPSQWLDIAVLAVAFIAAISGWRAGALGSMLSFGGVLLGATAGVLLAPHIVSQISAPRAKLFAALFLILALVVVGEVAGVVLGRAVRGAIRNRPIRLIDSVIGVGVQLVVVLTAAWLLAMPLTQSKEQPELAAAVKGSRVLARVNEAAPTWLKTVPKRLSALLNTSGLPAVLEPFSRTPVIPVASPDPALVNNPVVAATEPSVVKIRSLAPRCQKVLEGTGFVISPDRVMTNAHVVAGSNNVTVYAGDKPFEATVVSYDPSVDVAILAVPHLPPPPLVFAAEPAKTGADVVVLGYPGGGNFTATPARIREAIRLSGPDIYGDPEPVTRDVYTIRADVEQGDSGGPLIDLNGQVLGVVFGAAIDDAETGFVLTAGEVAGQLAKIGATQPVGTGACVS
UGM FP inh = inhibitors of M. tuberculosis UDP-galactopyranose mutase; inhibition, % at 10 µM; purified UGM, fluorescence polarization probe displacement; 320,000 compounds, 0.06% hits; in the data active = inhibition above about 10%, passing the limit was not always enough; inconclusive = no clear call, values can overlap the other calls
Mtb FBA inh = inhibits M. tuberculosis FBA enzyme | inhibition, % at 1 µM | 360,000 compounds, 2.3% hits | purified M. tuberculosis FBA, fluorescence read-out; in the data active = inhibition above about 27%;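 also: 0% = vehicle and 100% = reference inhibitor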
Target sequence (P9WQA3 whole entry, looked up): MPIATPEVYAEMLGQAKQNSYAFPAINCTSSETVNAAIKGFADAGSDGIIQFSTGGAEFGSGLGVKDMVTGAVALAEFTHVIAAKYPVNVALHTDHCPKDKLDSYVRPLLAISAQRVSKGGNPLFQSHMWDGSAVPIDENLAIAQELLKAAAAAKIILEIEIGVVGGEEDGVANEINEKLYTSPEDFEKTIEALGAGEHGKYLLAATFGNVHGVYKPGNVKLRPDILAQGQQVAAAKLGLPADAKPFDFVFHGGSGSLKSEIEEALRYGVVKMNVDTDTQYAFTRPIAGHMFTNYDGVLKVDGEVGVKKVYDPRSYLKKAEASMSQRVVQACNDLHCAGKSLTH
BoNT F protease = BoNT F light chain protease inhibition; Multiplex microsphere protease cleavage assay, flow cytometry; inhibition, % at 10 µM; 360,000 compounds, 0.22% hits; in the data active = inhibition above about 35%, passing the limit was not always enough; inconclusive = no clear call, values can overlap the other calls; also: plate controls were buffer without enzyme for full effect and enzyme alone for no effect
FadD28 FP inh = blocks FadD28 binding to the bisubstrate probe. inhibition, % at 12.5 µM. fluorescence polarization. 360,000 compounds, 0.22% hits; in the data active = inhibition above about 8.5%, passing the limit was not always enough; inconclusive = no clear call, values can overlap the other calls
MazF activator = increases E. coli MazEF RNase cleavage of RNA; activation, % at 20 µM; FAM/BHQ RNA-DNA oligo cleavage fluorescence, 5 h; 350,000 compounds, 0.32% hits; P0AE70; in the data active = activation above about 50%
Target sequence (P0AE70 whole entry, looked up): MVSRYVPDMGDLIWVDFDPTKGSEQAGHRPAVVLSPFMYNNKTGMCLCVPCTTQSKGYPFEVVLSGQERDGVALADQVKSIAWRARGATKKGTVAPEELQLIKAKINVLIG
GDH-TPI inh = inhibits GDH-TPI coupling enzymes, artifact for Mtb FBA screen. GDH-TPI coupled enzyme counterscreen, NADH absorbance. inhibition, % at 4.8 µM. 360,000 compounds, 1.2% hits; in the data active = inhibition above about 30%;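 also: 0% = DMSO wells and 100% = wells lacking the enzyme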
* = called active by the depositor; i = inactive; ? = inconclusive; · = no result given.

#1 CC(=O)c1ccc(NC(=O)CCCN2C(=O)COc3ccc(C)cc32)cc1
#2 CC1CCN(C(=O)c2ncn3c2c(=O)[nH]c2ccccc23)CC1
#3 CCC(CC)c1nnc(NC(=O)CS(=O)(=O)Cc2ccccc2)s1
#4 N#Cc1ccccc1S(=O)(=O)N1CCN(C(=O)Cc2n[nH]c(=O)c3ccccc23)CC1
#5 O=C(CNCCc1ccc(Cl)cc1)Nc1ccc(C(=O)N2CCCCC2)cc1
#6 COc1ccc(Oc2ccc(C(F)(F)F)cc2NC(=O)c2ccc(C)cc2)cc1

screen / no.,1,2,3,4,5,6
BioA inh,-0.8,-1.1,2.2,2.7,0.6,0.8
PrPC TRFRET,5,3,3,5,-6,-16
Rv3671c inh,-6,·,1,0,2,-2
UGM FP inh,1.4,·,1.4,-0.8,6.7,-0.6
Mtb FBA inh,-2,0,5,0,-1,-4
BoNT F protease,-4,4,-6,2,-20,·
FadD28 FP inh,-2.8,-3.4,-2.3,-0.8,-1.8,-3.2
MazF activator,13,0,4,3,1,-7
GDH-TPI inh,-4,-7,-11,-2,0,-1

#7 CNS(=O)(=O)c1ccc(NC(=O)c2cc(-c3ccncc3)nc3ccc(Cl)cc23)cc1
#8 COC(=O)CN1C(=S)N(c2ccc(F)cc2)C(=O)C1CC(=O)Nc1ccccc1 (stereo not given)
#9 Cc1nn(Cc2ccc(Cl)cc2Cl)c(C)c1NC(=O)CCl
#10 CC(=NCc1ccco1)c1c(O)n(-c2ccccc2)c(=O)[nH]c1=O
#11 Cc1ccc(NCCC(=O)c2cccc([N+](=O)[O-])c2)c(C)c1
#12 O=C(Nc1ccc(F)c(Cl)c1)c1cc(C2CCCN(S(=O)(=O)c3cccs3)C2)on1 (stereo not given)

screen / no.,7,8,9,10,11,12
BioA inh,-1.9,0.3,-1.7,0.3,-0.5,-1.3
PrPC TRFRET,-4,-4,-9,1,-4,9
Rv3671c inh,3,3,-3,3,2,·
UGM FP inh,1.4,1.1,-0.7,-1.7,-0.8,·
Mtb FBA inh,4,1,-1,1,-1,0
BoNT F protease,5,-6,4,2,4,-10
FadD28 FP inh,-0.3,-1.1,-3.3,0.0,-2.6,1.6
MazF activator,3,2,-3,0,-5,·
GDH-TPI inh,7,0,-8,2,2,4

#13 O=C1c2ccccc2-c2c1cccc2C(=O)N1CCOCC1
#14 O=C(Cn1nc(C(F)(F)F)cc1C1CC1)Nc1ccccc1F
#15 S=C(NCCCc1ccccc1)NC1CCCCC1
#16 O=C(CCN1C(=O)C2C3C=CC(C3)C2C1=O)Nc1ccccn1 (stereo not given)
#17 O=C(O)c1cc(S(=O)(=O)N2CCN(C(c3ccccc3)c3ccccc3)CC2)ccc1Cl
#18 CCC1CCc2sc(C(=O)NNC(=S)NCC3CCCO3)cc2C1 (stereo not given)

screen / no.,13,14,15,16,17,18
BioA inh,2.3,·,3.1,-2.2,3.1,2.9
PrPC TRFRET,-2,2,0,5,6,6
Rv3671c inh,-3,7,-5,-1,-10,-16
UGM FP inh,-1.0,-0.6,-1.6,0.0,0.3,1.1
Mtb FBA inh,-1,0,1,3,4,14
BoNT F protease,-1,-9,6,3,-12,6
FadD28 FP inh,0.8,-2.4,-2.9,-3.1,-43,·
MazF activator,-8,0,1,5,2,-4
GDH-TPI inh,8,-5,-8,4,7,1

#19 CCCCOc1ccc(C(=O)NCC(=O)NC(C)CCc2ccccc2)cc1 (stereo not given)
#20 COc1cccc(NS(=O)(=O)c2cc3c4c(c2)CCC(=O)N4CCC3)c1
#21 O=C(c1ccc(S(=O)(=O)Nc2ccccc2F)cc1)N1CCC1
#22 COc1cc(C(=O)OCCc2cc3ccccc3c(=O)o2)cc(OC)c1OC
#23 CC1(OC(=O)CCc2ccccc2)C(=O)C=C2C=C(c3ccc(C#N)cc3)N(Cc3ccccc3)C=C2C1=O (stereo not given)
#24 COc1ccc(S(=O)(=O)N2CCC(NC(=O)OCc3c(Cl)cccc3Cl)CC2)cc1

screen / no.,19,20,21,22,23,24
BioA inh,-0.4,-0.8,1.8,-1.2,-0.7,-1.0
PrPC TRFRET,-5,7,6,10,-3,4
Rv3671c inh,·,0,-2,4,-9,-4
UGM FP inh,-0.9,0.9,1.6,-1.7,2.8,2.4
Mtb FBA inh,-1,-2,2,2,6,-2
BoNT F protease,-7,-11,8,-4,-20,20
FadD28 FP inh,-0.7,-1.7,1.0,-3.3,-1.6,-1.0
MazF activator,0,5,9,3,-25,-2
GDH-TPI inh,4,8,-1,11,12,-3

#25 CCCS(=O)(=O)N1CCCC(C(=O)NCCN2CCOCC2)C1 (stereo not given)
#26 CSc1ccc(CN2CCCCCC2)cc1
#27 C=CCOC(=O)c1ccccc1C(=O)OCC=C
#28 Nc1ccn(-c2ncc(C(F)(F)F)cc2Cl)c(=O)n1
#29 COc1ccc(NCN2C(=O)C3C4C=CC(C4)C3C2=O)cc1 (stereo not given)
#30 Cn1cccc1C(=O)Nc1ccc(N2CCOCC2)cc1

screen / no.,25,26,27,28,29,30
BioA inh,-1.4,0.0,-0.4,·,-0.9,-0.6
PrPC TRFRET,-4,0,1,5,-3,-2
Rv3671c inh,-2,2,2,-4,2,4
UGM FP inh,2.3,-0.3,·,-4.3,3.1,-2.0
Mtb FBA inh,-3,3,-1,-2,1,1
BoNT F protease,8,?,-5,0,-4,-16
FadD28 FP inh,-3.7,0.1,0.5,-2.2,-2.2,-1.1
MazF activator,0,9,7,11,-1,0
GDH-TPI inh,-9,-7,4,-2,-5,5

#31 O=C(CN1C(=O)c2cccnc2Oc2ccc(Cl)cc21)NC1CCCCC1
#32 Cc1ccc(N(C(=O)Cn2nnc3ccccc32)C(C(=O)NCc2ccco2)c2cccnc2)cc1 (stereo not given)
#33 O=C(NCCc1ccc2c(c1)OCCO2)c1ccccn1
#34 Cc1ccc2c(c1)-c1ccccc1S(=O)(=O)N2
#35 Cc1ccccc1-n1c(Cn2c(=O)sc3ccccc32)nnc1SCC(=O)NCC1CCCO1 (stereo not given)
#36 Cc1nc2cc(NC(=O)N3CC4(C)CC3CC(C)(C)C4)ccc2n1C (stereo not given)

screen / no.,31,32,33,34,35,36
BioA inh,-2.0,1.2,-1.5,·,-1.0,-7.5
PrPC TRFRET,13,-2,0,-1,13,7
Rv3671c inh,-3,-3,-5,4,-3,-4
UGM FP inh,-0.2,1.3,0.0,0.9,-3.8,-2.5
Mtb FBA inh,6,8,-4,22,2,-1
BoNT F protease,-17,1,8,4,5,2
FadD28 FP inh,-2.0,0.1,-3.4,-2.2,1.2,0.2
MazF activator,10,1,0,5,2,3
GDH-TPI inh,6,-2,-7,7,1,5

#37 COc1ccc(-n2cnnc2SCC(=O)Nc2cccc([N+](=O)[O-])c2)cc1
#38 O=S1(=O)NC(=NCc2ccco2)c2ccccc21
#39 CCCC(=NCC(=O)O)C1=C(O)C(C(=O)OC)C(C)(C)CC1=O (stereo not given)
#40 Cc1occc1C(=O)NCCc1cccc(Cl)c1
#41 COc1cc(C(=O)NC(C)Cc2ccccn2)ccc1OC1CCN(C(C)=O)CC1 (stereo not given)
#42 Oc1ccc(Nc2ncnc3c2oc2ccccc23)cc1

screen / no.,37,38,39,40,41,42
BioA inh,·,1.0,1.1,0.5,3.7,2.6
PrPC TRFRET,2,8,-6,-2,-1,0
Rv3671c inh,7,-2,-1,0,·,-1
UGM FP inh,-0.5,-0.9,2.2,-0.6,·,-0.3
Mtb FBA inh,-1,-3,1,0,-3,4
BoNT F protease,1,2,-1,-6,3,-21
FadD28 FP inh,-4.4,-0.8,-4.0,-6.2,-2.3,-1.9
MazF activator,18,-5,0,-15,5,11
GDH-TPI inh,2,5,-10,4,4,13

#43 CCOC(=O)C1(C)CCCCCN1C(=O)c1ccc(OC)cc1 (stereo not given)
#44 Cc1ccccc1N1C(=O)NC(=O)/C(=C\c2cc(Br)c(N3CCOCC3)o2)C1=O
#45 CCCOc1ccc(S(=O)(=O)NNC(=O)c2cc3ccccc3o2)cc1
#46 Cc1nn(C)c(C)c1CN(Cc1nc(CCC(C)C)no1)C(C)C
#47 O=C(c1cc(COc2ccc(F)cc2Cl)on1)N1CCSCC1

screen / no.,43,44,45,46,47
BioA inh,0.7,·,7.2,·,1.7
PrPC TRFRET,6,0,7,22,0
Rv3671c inh,·,-3,-1,-10,11
UGM FP inh,·,-7.9,0.0,-1.8,-1.0
Mtb FBA inh,3,-21,-6,6,1
BoNT F protease,0,5,-4,0,6
FadD28 FP inh,1.8,-1.9,-3.1,-1.9,-0.5
MazF activator,·,i,4,0,8
GDH-TPI inh,-7,-5,4,2,3

From compound 32 to 47, copied from above:
#32 Cc1ccc(N(C(=O)Cn2nnc3ccccc32)C(C(=O)NCc2ccco2)c2cccnc2)cc1 (stereo not given)
#33 O=C(NCCc1ccc2c(c1)OCCO2)c1ccccn1
#34 Cc1ccc2c(c1)-c1ccccc1S(=O)(=O)N2
#35 Cc1ccccc1-n1c(Cn2c(=O)sc3ccccc32)nnc1SCC(=O)NCC1CCCO1 (stereo not given)
#36 Cc1nc2cc(NC(=O)N3CC4(C)CC3CC(C)(C)C4)ccc2n1C (stereo not given)
#37 COc1ccc(-n2cnnc2SCC(=O)Nc2cccc([N+](=O)[O-])c2)cc1
#38 O=S1(=O)NC(=NCc2ccco2)c2ccccc21
#39 CCCC(=NCC(=O)O)C1=C(O)C(C(=O)OC)C(C)(C)CC1=O (stereo not given)

screen / no.,32,33,34,35,36,37,38,39
BioA inh,1.2,-1.5,·,-1.0,-7.5,·,1.0,1.1
PrPC TRFRET,-2,0,-1,13,7,2,8,-6
Rv3671c inh,-3,-5,4,-3,-4,7,-2,-1
UGM FP inh,1.3,0.0,0.9,-3.8,-2.5,-0.5,-0.9,2.2
Mtb FBA inh,8,-4,22,2,-1,-1,-3,1
BoNT F protease,1,8,4,5,2,1,2,-1
FadD28 FP inh,0.1,-3.4,-2.2,1.2,0.2,-4.4,-0.8,-4.0
MazF activator,1,0,5,2,3,18,-5,0
GDH-TPI inh,-2,-7,7,1,5,2,5,-10

#40 Cc1occc1C(=O)NCCc1cccc(Cl)c1
#41 COc1cc(C(=O)NC(C)Cc2ccccn2)ccc1OC1CCN(C(C)=O)CC1 (stereo not given)
#42 Oc1ccc(Nc2ncnc3c2oc2ccccc23)cc1
#43 CCOC(=O)C1(C)CCCCCN1C(=O)c1ccc(OC)cc1 (stereo not given)
#44 Cc1ccccc1N1C(=O)NC(=O)/C(=C\c2cc(Br)c(N3CCOCC3)o2)C1=O
#45 CCCOc1ccc(S(=O)(=O)NNC(=O)c2cc3ccccc3o2)cc1
#46 Cc1nn(C)c(C)c1CN(Cc1nc(CCC(C)C)no1)C(C)C
#47 O=C(c1cc(COc2ccc(F)cc2Cl)on1)N1CCSCC1

screen / no.,40,41,42,43,44,45,46,47
BioA inh,0.5,3.7,2.6,0.7,·,7.2,·,1.7
PrPC TRFRET,-2,-1,0,6,0,7,22,0
Rv3671c inh,0,·,-1,·,-3,-1,-10,11
UGM FP inh,-0.6,·,-0.3,·,-7.9,0.0,-1.8,-1.0
Mtb FBA inh,0,-3,4,3,-21,-6,6,1
BoNT F protease,-6,3,-21,0,5,-4,0,6
FadD28 FP inh,-6.2,-2.3,-1.9,1.8,-1.9,-3.1,-1.9,-0.5
MazF activator,-15,5,11,·,i,4,0,8
GDH-TPI inh,4,4,13,-7,-5,4,2,3
